rCAG RNA binder – r(CAG) repeat RNA binding; 1.3% of 370,000 active; inhibition, % at 3 µM; TO-PRO-1 dye displacement fluorescence;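 active means inhibition above the plate cutoff, the mean of all test compounds on that plate plus 3 SD, cut at about 35% in these data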;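 further: 0% = DMSO alone and 100% = 100 µM mitoxantrone as full dye displacement; higher means more dye released from RNA so lower well fluorescence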
HTRA1 inhibitor – blocks human HTRA1 serine peptidase | recombinant HTRA1, FP-rhodamine activity-based probe, fluorescence polarization | Q92743 | 0.5% of 340,000 active | inhibition, % at 5.96 µM; in the data active means inhibition above about 36%;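 further: 0% = enzyme with DMSO and 100% = wells lacking enzyme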
mABHD4 FP – inhibitors of mouse ABHD4; 0.54% of 370,000 active; inhibition, % at 8.92 µM; purified mABHD4, FP-Rh probe fluorescence polarization; AID 720543; Q8VD66;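 active means inhibition exceeding the mean over every tested compound plus 3 SD, cut at about 30% in these data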;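 further: 0% = plate median of compound wells and 100% = S159A mutant with DMSO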
Target sequence (Q8VD66 whole entry, looked up): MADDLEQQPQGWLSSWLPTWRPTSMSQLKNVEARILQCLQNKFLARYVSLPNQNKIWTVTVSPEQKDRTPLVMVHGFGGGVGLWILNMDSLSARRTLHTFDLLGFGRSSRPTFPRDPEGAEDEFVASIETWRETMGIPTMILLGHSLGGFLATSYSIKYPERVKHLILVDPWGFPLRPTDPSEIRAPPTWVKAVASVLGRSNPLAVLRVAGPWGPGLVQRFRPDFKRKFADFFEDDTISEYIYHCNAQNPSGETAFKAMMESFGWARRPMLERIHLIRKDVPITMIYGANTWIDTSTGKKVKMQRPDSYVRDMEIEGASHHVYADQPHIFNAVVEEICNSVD
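Material: mouse ABHD4 enzyme, wild type; Benchmarks: S159A mutant high control, sample median low control; Buffer or medium: HEPES pH 7.0, NaCl, Pluronic buffer; Signal: fluorescence polarization; Read-out: percent inhibition of probe binding, normalized to plate controls; Timing: pre-incubation 45 min, probe exposure 60 min, at 25 °C; Dosing: 8.92 µM, single dose.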
TCR CD3 inh – inhibitors of human TCR-CD3 interaction; TAMRA-labeled TCR probe fluorescence, biochemical; 0.37% of 360,000 active; AID 651800; inhibition, % at 9.4 µM; in the data active means inhibition above about 19%;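 further: recombinant mutant TCR 2C K166C tagged with TAMRA read by polarization; 0% = receptor in buffer alone and 100% = receptor with positive control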
Rev-erbA mod – modulators of human Rev-erb alpha DNA binding; Rev-erbα–FITC-DNA binding, fluorescence polarization, 90 min; activity, % at 10 µM; AID 1259318; P20393; 0.79% of 370,000 active;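 active means activity above about 14%, limit read from the data; passing the limit was not always enough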;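 further: 0% = DMSO wells with 35 nM protein and 100% = DMSO wells with 750 nM protein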
TDP2 absorb – TDP2 (human) inhibition, absorbance primary screen | recombinant TDP2, T5PNP hydrolysis, p-nitrophenol absorbance 415 nm | inhibition, % at 12.8 µM | 0.34% of 370,000 active;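 active means inhibition above the mean of all tested compounds plus 3 SD, set per campaign, cut at about 25% in these data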;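 further: 0% = DMSO with enzyme and 100% = buffer with substrate but no TDP2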
Target sequence (O95551 whole entry, looked up): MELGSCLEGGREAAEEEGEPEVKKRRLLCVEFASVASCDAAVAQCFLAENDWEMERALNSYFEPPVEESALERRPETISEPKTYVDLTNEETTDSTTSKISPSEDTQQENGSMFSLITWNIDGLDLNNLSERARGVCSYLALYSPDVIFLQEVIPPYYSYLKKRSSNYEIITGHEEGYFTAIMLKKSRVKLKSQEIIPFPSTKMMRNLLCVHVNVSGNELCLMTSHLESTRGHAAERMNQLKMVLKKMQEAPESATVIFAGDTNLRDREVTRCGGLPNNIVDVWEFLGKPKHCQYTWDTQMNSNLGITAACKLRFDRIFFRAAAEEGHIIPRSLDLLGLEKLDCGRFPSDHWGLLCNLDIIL
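Assay system: recombinant human TDP2 / Reagent: T5PNP substrate at 5 mM, a TopII-DNA adduct mimic / Measured by: epi absorbance from released p-nitrophenol / Evaluation: % inhibition relative to enzyme-containing and enzyme-free wells / Control set: enzyme-free and DMSO wells / Replicates: each compound tested once, singlicate / Schedule: enzyme reaction with compound for 2 h at 37 °C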
LEDGF integ inh – blocks HIV-1 LEDGF/p75-dependent DNA integration; 0.64% of 370,000 active; inhibition, % at 3.7 µM; TR-FRET IN-LEDGF/p75 DNA integration, Eu/Cy5; AID 743269;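 active means inhibition above the screen-wide mean plus 3 SD, cut at about 13% in these data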;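 further: signal is the Cy5 over europium emission ratio at 671 and 618 nm; 0% = plate median of compound wells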
PRMT1 FP inh – PRMT1 (human) inhibition, primary screen. inhibition, % at 2.79 µM. Q99873. recombinant PRMT1, activity-based probe fluorescence polarization. AID 652257. 1.3% of 370,000 active;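 active means inhibition above about 21% made by adding two undisclosed values, limit read from the data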
Target sequence (Q99873 whole entry, looked up): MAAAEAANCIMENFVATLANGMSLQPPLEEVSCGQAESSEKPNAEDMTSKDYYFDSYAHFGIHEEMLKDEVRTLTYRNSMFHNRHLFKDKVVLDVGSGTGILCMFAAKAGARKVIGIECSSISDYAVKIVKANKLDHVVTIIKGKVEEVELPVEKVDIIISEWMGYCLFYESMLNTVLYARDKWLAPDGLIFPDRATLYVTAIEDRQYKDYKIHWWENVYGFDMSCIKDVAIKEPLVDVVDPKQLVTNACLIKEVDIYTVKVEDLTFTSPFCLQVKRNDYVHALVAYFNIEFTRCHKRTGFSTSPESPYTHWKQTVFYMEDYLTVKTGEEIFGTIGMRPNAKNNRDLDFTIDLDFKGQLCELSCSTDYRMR
SIAE inh – inhibitors of human sialic acid acetylesterase SIAE; 0.69% of 370,000 active; inhibition, % at 9.66 µM; Q9HAT2; SIAE FP-Rh probe binding, fluorescence polarization;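 active means inhibition above a cutoff: mean of compounds within the control limits plus 3 SD of those, cut at about 17% in these data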;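 further: 0% = plate median of compound wells and 100% = probe without SIAE protein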
PG9 Ab binder – binds the HIV-1 gp120 antibody PG9; 0.43% of 360,000 active; TR-FRET gp120-PG9 antibody binding; AID 624416; inhibition, % at 6.7 µM; in the data active means inhibition above about 8.5%
* = called active by the depositor; · = no result given.

SMILES | rCAG RNA binder | HTRA1 inhibitor | mABHD4 FP | TCR CD3 inh | Rev-erbA mod | TDP2 absorb | LEDGF integ inh | PRMT1 FP inh | SIAE inh | PG9 Ab binder
COc1ccc(-n2c(SCC(=O)Nc3ccc(S(=O)(=O)Nc4cc(C)nc(C)n4)cc3)nnc2-c2ccco2)cc1 | 34 | · | -9 | · | 2 | -4 | -4 | 1 | -1 | ·
COc1ccc(C(=O)NC(=S)NCc2ccco2)cc1OC | 3 | -8 | -8 | -1 | 3 | -3 | -1 | 2 | 1 | -0.1
O=C(C1CCC(CNS(=O)(=O)c2ccccc2)CC1)N1CCOCC1 (configuration not stated) | -5 | 8 | -4 | -2 | 5 | 2 | 4 | -6 | 15 | -1.1
COc1cc2c(cc1CNC[C@H]1O[C@@H](n3ccc(N)nc3=O)[C@H](O)[C@@H]1O)OCO2 | 2 | -1 | -2 | -3 | -1 | 1 | 3 | 0 | -2 | -2.5
c1nc(NC2CCCCCC2)c2[nH]cnc2n1 | 2 | -3 | -1 | 4 | -5 | -1 | 0 | 3 | -7 | -0.1
Cc1ccc(/C=N/NC(=O)c2ccc(C(=O)N/N=C/c3ccc(C)s3)o2)s1 | 5 | -5 | -34 | 8 | -12 | -5 | -3 | 0 | -54 | -0.6
CCOc1ccc(NC(=S)N=Nc2c(O)[nH]c3ccccc23)cc1 | 23 | 4 | 9 | -5 | 5 | -12 | -13 | 2 | 8 | -4.7
CCOC(=O)COc1ccc(C(=O)c2ccccc2)c(O)c1 | 2 | -6 | -7 | -5 | 2 | 0 | -2 | 3 | 0 | 2.4
O=C(NCC[C@H]1CC[C@H](NS(=O)(=O)c2ccc(F)cc2)[C@@H](CO)O1)c1ccc2c(c1)OCO2 | 7 | · | -5 | 0 | 0 | 6 | -2 | 0 | 4 | 1.7
Cc1ccc(-c2csc(NC(=O)c3ccc(F)cc3)c2C(=O)O)cc1 | 63* | -19 | -1 | 0 | -2 | 6 | 7 | 3 | -5 | 0.8

Of the compounds above, two contain fluorine:
SMILES | rCAG RNA binder | HTRA1 inhibitor | mABHD4 FP | TCR CD3 inh | Rev-erbA mod | TDP2 absorb | LEDGF integ inh | PRMT1 FP inh | SIAE inh | PG9 Ab binder
O=C(NCC[C@H]1CC[C@H](NS(=O)(=O)c2ccc(F)cc2)[C@@H](CO)O1)c1ccc2c(c1)OCO2 | 7 | · | -5 | 0 | 0 | 6 | -2 | 0 | 4 | 1.7
Cc1ccc(-c2csc(NC(=O)c3ccc(F)cc3)c2C(=O)O)cc1 | 63* | -19 | -1 | 0 | -2 | 6 | 7 | 3 | -5 | 0.8

Carrying on.
SMILES | rCAG RNA binder | HTRA1 inhibitor | mABHD4 FP | TCR CD3 inh | Rev-erbA mod | TDP2 absorb | LEDGF integ inh | PRMT1 FP inh | SIAE inh | PG9 Ab binder
CC(C)NC1(C(N)=O)CCNCC1 | 0 | 2 | -3 | 7 | -1 | -5 | 4 | -4 | -4 | -0.8
Cc1cccc(C)c1Nc1ncnc(N)c1[N+](=O)[O-] | 0 | -2 | 4 | 5 | -8 | 11 | 4 | -2 | 7 | -1.3
Cc1ccc(Cl)c(OC(=O)c2nn(C(C)C)c(=O)c3ccccc23)c1 | -3 | -9 | 6 | 0 | 0 | 3 | -2 | 2 | -2 | -0.4
O=C(Nc1cccc2ccccc12)c1cnsn1 | -2 | -1 | -2 | 1 | -3 | 9 | 5 | 2 | -1 | 1.8
O=C(CNC(=O)c1ccco1)Nc1ccc(Cl)cc1 | 4 | 12 | -3 | -2 | 3 | 3 | -3 | 3 | -2 | 1.0
COc1cc(C(=O)NNC(=O)c2ccc3ccccc3n2)cc(OC)c1OC | 2 | 7 | 7 | 0 | -7 | 1 | -15 | -2 | -1 | -0.1
CCOC(=O)C1CCN(C(=O)COC(=O)CSc2ccccc2C)CC1 | 1 | -2 | 5 | 2 | -4 | 3 | 2 | -3 | 3 | 0.1
CCCSc1nc2c3c(sc2c(=O)[nH]1)CC(C)(CC)OC3 (configuration not stated) | 0 | -4 | 0 | 6 | -3 | -3 | -3 | 1 | -5 | -0.7
COc1ccc(N=C2SC(CC(=O)Nc3cccc(Cl)c3)C(=O)N2Cc2ccco2)cc1 (configuration not stated) | 10 | -55 | -63 | -5 | 3 | 1 | 1 | 5 | -84 | 1.3
COc1ccc(NC(=O)N(Cc2ccc(C)cc2)Cc2ccccn2)c(OC)c1 | 0 | -5 | -6 | -1 | 6 | 0 | 2 | -4 | 1 | 0.1
N=C1c2ccccc2CN1c1ccc(N2CCOCC2)c(S(=O)(=O)Nc2ccc(Cl)cc2)c1 | 5 | · | 1 | -3 | -5 | 5 | 2 | 4 | -9 | 1.8
O=C(OC12CCCN(C1)/C(=C/c1ccc(Cl)cc1)C2)C1CCCC1 (configuration not stated) | 3 | · | -5 | · | 5 | -1 | -2 | -2 | -1 | ·
COc1cc(CN2CCSCC2)cc(OC)c1OC | -4 | 7 | -2 | 2 | 0 | 8 | 0 | 2 | -1 | -4.0
COc1ccc(Cc2nnc(SCC(=O)Nc3ccc(N4CCOCC4)cc3)o2)cc1 | 0 | -2 | -3 | 10 | -3 | -2 | 1 | -6 | 5 | -0.7
Cc1sc2nc(CN(C(=O)c3cccs3)C3CCCC3)[nH]c(=O)c2c1C | -2 | -8 | -4 | 7 | -3 | 0 | 1 | -2 | 2 | 0.3
O=C1c2ccccc2C(=O)N1CC1c2ccccc2CCN1S(=O)(=O)c1cnc[nH]1 (configuration not stated) | 0 | -3 | -2 | 3 | 3 | -8 | -1 | -3 | 2 | -2.5
CC(C)(C)OC(=O)NNC1CC(=O)N(c2ccccc2F)C1=O (configuration not stated) | 0 | 8 | 2 | 8 | 1 | 1 | 2 | 3 | -3 | -1.4
CC(C)CC(c1nnnn1C(C)(C)C)N1CCN(C2CCCC2)CC1 (configuration not stated) | -7 | 1 | 5 | 4 | 6 | 0 | -1 | -1 | 2 | -1.7
CCN(CC(=O)Nc1c(F)cccc1F)C(=O)c1ccc2c(c1)OCO2 | 4 | 3 | 8 | 3 | -4 | -4 | 0 | 0 | -3 | -1.6
CN(/N=C/c1cccc(Br)c1)C1=NS(=O)(=O)c2ccccc21 | 6 | -6 | 3 | 0 | 2 | 6 | -2 | 0 | -2 | 0.0
Cn1c(SCC(=O)Nc2ccccc2-c2ccccc2)nnc1-c1ccco1 | 0 | -4 | -2 | -9 | 3 | 11 | -2 | -3 | 0 | 0.2
COC(=O)c1ccc(N=Nc2c(C)[nH]n(-c3ccccc3)c2=O)cc1 | 7 | -2 | 2 | 7 | -2 | -7 | 3 | 1 | 4 | -1.4
Cc1ccc(NC(=O)C2CCCN2C(=O)OCc2ccccc2)c(O)c1 (configuration not stated) | 0 | 3 | -4 | 5 | 6 | 9 | -2 | -2 | 5 | -1.2
CCC(=NC(C)c1ccccc1)c1c(O)n(C)c(=O)n(C)c1=O (configuration not stated) | -6 | -2 | 2 | 5 | 1 | 1 | -2 | -1 | 3 | -0.6
C[C@H]1CN(c2ccccc2)C(=O)[C@@H]1CC(=O)Nc1ccccc1 | -1 | 3 | -6 | -1 | -3 | -8 | 2 | -2 | 0 | -0.8
CC(C)OCCCn1c(=O)c2ccccc2n2c(CCC(=O)NC3CCN(Cc4ccccc4)CC3)nnc12 | -9 | 5 | -6 | 4 | -2 | 8 | 1 | -4 | 4 | -3.5
CCOC(=O)C1=C(C)NC(=O)NC1c1c(OCC(=O)N2CCCCC2)ccc2ccccc12 (configuration not stated) | -7 | 2 | 14 | -4 | -4 | 1 | 0 | -2 | -2 | -1.2
CC(C)NC[C@@H](O)c1ccc(O)c(O)c1 | 8 | 10 | 27 | 8 | 3 | 7 | 16* | 15 | 14 | -3.0
CC1CCN(C(=O)c2[nH]c(C(F)(F)F)nc2-c2ccccc2)CC1 | 4 | · | 7 | 5 | -4 | 6 | 1 | -1 | 3 | 0.1
COc1ccc(C(=O)NC(Cc2ccccc2)c2ccc3c(c2)OCCCO3)cc1 (configuration not stated) | 0 | -18 | -8 | 9 | -1 | -4 | 1 | 3 | -6 | -1.2
Cc1ccc(OCCNCc2ccccc2)c(C)c1 | 0 | 4 | 16 | -3 | 4 | 1 | 6 | -4 | 4 | 0.2
CC(C)(CNC(=O)C1CCN(S(=O)(=O)c2cc([N+](=O)[O-])ccc2Cl)CC1)N1CCOCC1 | 4 | 0 | -1 | -7 | -4 | -7 | 4 | -2 | -1 | 0.9
O=C(CSc1nnc(CNC(=O)c2c(F)cccc2Cl)o1)c1ccccc1 | 3 | 2 | -5 | 5 | 3 | 0 | 0 | 0 | 4 | -1.0
O=c1[nH]cccc1-c1nc2ccccc2n1Cc1ccc(Cl)cc1 | -5 | -3 | 1 | 1 | 1 | -1 | -1 | -2 | 3 | 2.2
Cc1ccc(S(=O)(=O)N2[C@@H](c3ccc(C(C)(C)C)cc3)C(C(=O)O)=CC[C@H]2c2cccs2)cc1 | 81* | -40 | 12 | 1 | 0 | -1 | -1 | 3 | -7 | 0.0
CC(=O)Nc1ccc(C2NC(=S)N(c3ccccc3C(F)(F)F)C(C)=C2C(=O)N2CCOCC2)cc1 (configuration not stated) | 0 | -2 | 1 | -3 | -2 | -11 | 0 | 1 | -2 | -3.5
Cc1c2c(nc3c(C(=O)NC4CC4)cnn13)CCCC2 | 2 | 5 | 2 | 1 | -2 | -12 | -5 | 0 | 7 | 0.8
Cc1cc(OCCOCCNCc2ccccc2)ccc1C(C)C | -10 | 6 | 6 | 6 | 0 | -12 | 0 | -4 | -7 | -1.1
O=C(Nc1ccnn1C1CCN(Cc2cc3ccccc3[nH]2)CC1)C1CCOC1 (configuration not stated) | -1 | 0 | -1 | 3 | 4 | 6 | -1 | 0 | 6 | -1.3
CC(=O)Oc1ccc2occ(C(=O)c3cccs3)c2c1 | -1 | -8 | 5 | 4 | 1 | -7 | 2 | 1 | -2 | -2.3
Cc1cc(NN)nc(NS(=O)(=O)c2ccc(Cl)cc2)n1 | 9 | -29 | -1 | 1 | -10 | 8 | -1 | 3 | -3 | 0.8
COC(=O)[C@@]1(Sc2ccc(C)cc2)CC(=O)N(C(=O)/C=C/c2ccccc2)[C@@H]1c1ccccc1 | 4 | · | 2 | 4 | 4 | 2 | 1 | -5 | 1 | 0.6
O=C(Nc1ccc2c(c1)OCO2)c1ccc2nc([C@@H]3O[C@H](CO)[C@H](O)[C@H](O)[C@H]3O)[nH]c2c1 | 1 | · | 3 | -1 | -3 | 11 | 4 | 0 | 3 | 0.3
CCc1cc(C(=O)N2CCN(S(=O)(=O)c3cc(C)ccc3C)CC2)sc1C | 0 | -21 | 7 | -7 | 11 | 1 | -4 | 5 | -2 | 0.9
O=c1cc(N2CCCCC2)c(-c2ccccc2)nn1Cc1ccccc1 | -3 | -35 | 10 | -2 | -1 | -4 | -7 | 3 | 0 | -1.4
CCc1nc2c(OCc3ccc(OC)cc3)cccn2c1N(C)C(=O)C(C)C | -2 | · | 5 | -7 | 0 | 3 | -2 | 1 | 5 | 0.5
Cc1ccc(S(=O)(=O)N(CC2CO2)c2ccccc2[N+](=O)[O-])cc1 (configuration not stated) | 1 | -4 | -1 | 3 | -11 | 8 | 3 | -3 | 11 | -0.3

Screens: PubChem, several laboratories

This is a subset (hit frequency here may not be typical).
